High-throughput results from PubChem.
SIAE primary = blocks human sialic acid acetylesterase. 0.69% of 370,000 active. AID 1053197. SIAE FP-Rh probe binding, fluorescence polarization. Q9HAT2. inhibition, % at 9.66 µM;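 active means inhibition above a cutoff: mean of compounds within the control limits plus 3 SD of those, cut at about 17% in these data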;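 further: 0% = plate median of compound wells and 100% = probe without SIAE protein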
ABHD4 inh = inhibits mouse alpha/beta hydrolase domain 4; inhibition, % at 8.92 µM; purified mABHD4, FP-Rh probe fluorescence polarization; 0.54% of 370,000 active;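 active means inhibition exceeding the mean over every tested compound plus 3 SD, cut at about 30% in these data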;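 further: 0% = plate median of compound wells and 100% = S159A mutant with DMSO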
Target sequence (Q8VD66 whole entry, looked up, the tested form may be a part): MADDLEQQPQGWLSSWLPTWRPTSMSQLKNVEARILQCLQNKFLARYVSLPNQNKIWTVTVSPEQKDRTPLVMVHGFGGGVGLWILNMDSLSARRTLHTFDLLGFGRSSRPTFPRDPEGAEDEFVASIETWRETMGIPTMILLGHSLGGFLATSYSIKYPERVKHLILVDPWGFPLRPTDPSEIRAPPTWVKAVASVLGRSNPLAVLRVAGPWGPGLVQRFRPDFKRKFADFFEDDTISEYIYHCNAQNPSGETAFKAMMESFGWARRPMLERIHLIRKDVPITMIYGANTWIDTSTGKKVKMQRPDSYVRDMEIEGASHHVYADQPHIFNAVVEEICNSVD
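Test system: mABHD4 protein; Read-out basis: % inhibition; Incubation: 45 min + 60 min at 25 °C; Repeats: single replicate; Technique: fluorescence polarization with parallel and perpendicular emission, 525/598 nm; Compound: 8.92 µM, single dose; Benchmarks: full inhibition S159A mutant plus DMSO, zero as sample-well median.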
TCR CD3 inh = blocks the human TCR-CD3 interaction; TAMRA-labeled TCR probe fluorescence, biochemical; AID 651800; 0.37% of 360,000 active; inhibition, % at 9.4 µM; in the data active means inhibition above about 19%;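 further: recombinant mutant TCR 2C K166C tagged with TAMRA read by polarization; 0% = receptor in buffer alone and 100% = receptor with positive control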
LEDGF integ inh = blocks HIV-1 LEDGF/p75-dependent DNA integration. TR-FRET IN-LEDGF/p75 DNA integration, Eu/Cy5. inhibition, % at 3.7 µM. 0.64% of 370,000 active. AID 743269;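 active means inhibition above the screen-wide mean plus 3 SD, cut at about 13% in these data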;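 further: signal is the Cy5 over europium emission ratio at 671 and 618 nm; 0% = plate median of compound wells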
PRMT1 FP inh = inhibitors of human PRMT1. inhibition, % at 2.79 µM. recombinant PRMT1, activity-based probe fluorescence polarization. Q99873. 1.3% of 370,000 active. AID 652257;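 active means inhibition above about 21% made by adding two undisclosed values, limit read from the data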
NR1D1 modulator = modulators of human Rev-erb alpha DNA binding; P20393; Rev-erbα–FITC-DNA binding, fluorescence polarization, 90 min; 0.79% of 370,000 active; activity, % at 10 µM;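 active means activity above about 14%, limit read from the data; passing the limit was not always enough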;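 further: 0% = DMSO wells with 35 nM protein and 100% = DMSO wells with 750 nM protein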
TDP2 absorb = blocks human TDP2 phosphodiesterase activity; recombinant TDP2, T5PNP hydrolysis, p-nitrophenol absorbance 415 nm; AID 720702; O95551; 0.34% of 370,000 active; inhibition, % at 12.8 µM;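 active means inhibition above the mean of all tested compounds plus 3 SD, set per campaign, cut at about 25% in these data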;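 further: 0% = DMSO with enzyme and 100% = buffer with substrate but no TDP2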
Target sequence (O95551 whole entry, looked up): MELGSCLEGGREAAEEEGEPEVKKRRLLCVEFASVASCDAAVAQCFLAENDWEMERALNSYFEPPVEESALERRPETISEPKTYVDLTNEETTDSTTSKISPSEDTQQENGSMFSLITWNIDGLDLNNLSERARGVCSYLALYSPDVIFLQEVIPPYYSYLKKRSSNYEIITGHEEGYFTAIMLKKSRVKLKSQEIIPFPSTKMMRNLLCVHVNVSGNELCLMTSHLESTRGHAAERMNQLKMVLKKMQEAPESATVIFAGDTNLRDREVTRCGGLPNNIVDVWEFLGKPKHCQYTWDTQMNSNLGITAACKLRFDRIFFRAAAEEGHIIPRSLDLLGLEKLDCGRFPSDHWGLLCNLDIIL
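System: recombinant human TDP2 / Amount: 120 nM TDP2 per well / Also added: 5 mM T5PNP chromogenic substrate / Doses: 12.8 µM single point, 1% DMSO / Incubation: 2 h at 37 °C / Detection: p-Nitrophenol epi absorbance / Evaluation: % inhibition relative to enzyme-containing and enzyme-free wells / Repeats: singlicate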
HTRA1 inhibitor = HTRA1 (human) protease inhibition; Q92743; recombinant HTRA1, FP-rhodamine activity-based probe, fluorescence polarization; inhibition, % at 5.96 µM; 0.5% of 340,000 active; AID 504803; in the data active means inhibition above about 36%;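 further: 0% = enzyme with DMSO and 100% = wells lacking enzyme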
PG9 binder = small molecules binding HIV-1 gp120 antibody PG9 | TR-FRET gp120-PG9 antibody binding | inhibition, % at 6.7 µM | 0.43% of 360,000 active | AID 624416; in the data active means inhibition above about 8.5%
rCAG RNA binder = molecules binding r(CAG) RNA repeats; r(CAG) RNA repeat, TO-PRO-1 dye displacement fluorescence; inhibition, % at 3 µM; AID 651821; 1.3% of 370,000 active;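 active means inhibition above the plate cutoff, the mean of all test compounds on that plate plus 3 SD, cut at about 35% in these data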;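 further: 0% = DMSO alone and 100% = 100 µM mitoxantrone as full dye displacement; higher means more dye released from RNA so lower well fluorescence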
The depositor's hits bear a star; x = not tested or not shown. This is a subset, so the mix of outcomes need not match the whole.

Order of results – PG9 binder	HTRA1 inhibitor	TCR CD3 inh	SIAE primary	PRMT1 FP inh	TDP2 absorb	rCAG RNA binder	ABHD4 inh	NR1D1 modulator	LEDGF integ inh
1: NC(=O)c1cc(S(=O)(=O)N2CCOCC2)ccc1Sc1ccccc1N
    -0.4	6	-1	4	1	5	5	6	2	4
2: C=C(C)COc1ccc(-c2n[nH]c(C)c2-c2ccccc2OC)c(O)c1
    0.5	-2	6	-2	-1	-9	3	-5	-3	1
3: CCNC(=O)CSc1nnc(-c2ccccc2)n1-c1ccc(OCC)cc1
    -2.0	-1	-3	3	0	-2	-4	1	6	2
4: CC(C)NC(=O)CCCOc1ccc(Cl)cc1Cl
    1.8	0	-8	-2	1	-1	-6	-10	-4	1
5: Cc1cc2occ(CC(=O)Nc3nccs3)c2cc1C(C)C
    1.5	-1	-6	-7	1	-3	-1	1	-6	4
6: CC(OC(=O)/C=C/c1cccs1)C(=O)NC1CCCCC1C (stereo unspecified)
    -1.1	-9	5	-2	2	5	-4	4	-4	4
7: COc1ccc(C2c3c(-c4ccccc4O)n[nH]c3C(=O)N2CCc2ccc(OC)c(OC)c2)cc1 (stereo unspecified)
    -0.2	-42	3	-13	3	-6	8	-25	5	-1
8: COc1cc(OC)cc(C(=O)NC(=S)N2CCCCCC2)c1
    0.3	6	-3	7	4	-8	-1	4	-7	1
9: CCCCCC(=O)Nc1ccc2oc(-c3cccnc3)nc2c1
    2.4	0	6	-5	8	16	-3	-10	-2	2
10: Cc1cccc(C(=O)NCC(=O)N2CCN(S(=O)(=O)c3ccc4c(c3)OCCO4)CC2)c1
    -0.4	-10	0	-4	-3	-11	-1	1	-4	7

The list continues:
Order of results – PG9 binder	HTRA1 inhibitor	TCR CD3 inh	SIAE primary	PRMT1 FP inh	TDP2 absorb	rCAG RNA binder	ABHD4 inh	NR1D1 modulator	LEDGF integ inh
11: C=CCn1c(N)c(C(=O)OC(C)CC)c2nc3ccccc3nc21 (stereo unspecified)
    -0.6	-1	-3	-5	4	9	-1	9	5	4
12: COc1ccccc1NC(=O)CN(Cc1ccco1)C(=O)c1cc(Cl)c(OC)c(OC)c1
    1.2	-1	4	-2	-2	1	5	-5	0	1
13: O=C(O)C1CC=CCC1C(=O)Nc1cccnc1 (stereo unspecified)
    -2.5	-4	3	1	-2	3	2	-2	-3	0
14: Cc1ccc(OCC(=O)NNC(=O)c2cc3ccccc3o2)cc1C
    1.1	-3	-1	-3	1	11	7	5	-2	1
15: CC(C)(C)OC(=O)N1CCC(c2c(C(=O)O)cnn2-c2ccccc2)CC1
    0.2	4	0	-2	-1	11	3	7	-2	-3
16: COc1cccc2c(=O)n(CC(=O)NC3CCCC3)ccc12
    0.7	-3	8	-10	-3	-19	1	-4	2	7
17: O=C(NC1CC2CCCC(C1)N2C(=O)Nc1ccccc1)c1ccncc1 (stereo unspecified)
    0.9	7	-2	-2	2	-4	1	-3	-1	-1
18: CCCCn1c(N)c(N(CC(C)C)C(=O)c2cccc(S(=O)(=O)N3CC(C)OC(C)C3)c2)c(=O)[nH]c1=O (stereo unspecified)
    -2.2	-1	-1	-6	-4	-16	0	-5	-1	4
19: O=C(COC(=O)C12CC3CC(CC(C3)C1)C2)NNC(=O)c1ccccc1
    -0.5	4	1	-4	-3	-1	3	-2	-9	0
20: O=C(CCC1CCCN(C2C3CC4CC(C3)CC2C4)C1)NCc1ccc(F)c(F)c1 (stereo unspecified)
    0.0	-4	6	2	-5	5	1	-1	1	4

New compounds follow
Order of results – PG9 binder	HTRA1 inhibitor	TCR CD3 inh	SIAE primary	PRMT1 FP inh	TDP2 absorb	rCAG RNA binder	ABHD4 inh	NR1D1 modulator	LEDGF integ inh
21: CC(C)(C)OC(=O)N1CCC(C(=O)Nc2ccc(C(=O)NCCc3ccccc3)cc2)CC1
    -0.7	3	4	0	-5	-1	-2	1	-2	3
22: Cc1[nH]c(C)c(S(=O)(=O)NCc2ccc(OC(C)C)cc2)c1C(=O)N1CCCC1
    -0.1	1	-2	-4	1	2	-4	6	-5	-2
23: Cc1nn(Cc2ccccc2)c(C)c1CCC(=O)O
    -1.7	-3	5	10	0	5	0	3	-1	-2
24: O=C(NCc1ccc(F)cc1F)[C@@H]1CCCN1C(=O)[C@@H]1CCCN1C(=O)c1ccccc1
    -0.2	x	1	3	-1	-16	0	-3	-1	-1
25: Cc1ccc(S(=O)(=O)NCC2CN(S(=O)(=O)c3ccc(C)cc3)c3ccccc3C(=O)N2c2ccc(F)cc2)cc1 (stereo unspecified)
    x	x	x	-13	-2	-11	x	5	1	7
26: Cc1ccc(C(C(=O)NCc2ccco2)N(C(=O)CNC(=O)c2cccs2)c2c(C)cc(C)cc2C)cc1 (stereo unspecified)
    -0.8	-2	1	1	-3	-9	2	-5	-1	0
27: O=C(Nc1ccc(S(=O)(=O)N2CCCC2)cc1)N1c2ccccc2Sc2ccccc21
    -1.9	-20	5	-2	0	0	4	1	3	4
28: Cc1c(C(=O)N2CCC(Cc3ccccc3)CC2)sc2ncnc(N3CCC(C)CC3)c12
    0.2	-4	-2	-1	2	6	2	2	4	1
29: CCCOC(=O)/C(=C\C=C\c1ccco1)NC(=O)c1ccccc1
    -3.1	0	-6	9	18	3	18	15	3	4
30: CCC1(c2ccc(F)cc2)NC(=O)N(CC(=O)c2cc(C)n(C3CC3)c2C)C1=O (stereo unspecified)
    1.1	1	-7	-4	4	-11	-3	12	8	-6

Another view of part of the listing above:
6) CC(OC(=O)/C=C/c1cccs1)C(=O)NC1CCCCC1C (stereo unspecified)
7) COc1ccc(C2c3c(-c4ccccc4O)n[nH]c3C(=O)N2CCc2ccc(OC)c(OC)c2)cc1 (stereo unspecified)
8) COc1cc(OC)cc(C(=O)NC(=S)N2CCCCCC2)c1
9) CCCCCC(=O)Nc1ccc2oc(-c3cccnc3)nc2c1
10) Cc1cccc(C(=O)NCC(=O)N2CCN(S(=O)(=O)c3ccc4c(c3)OCCO4)CC2)c1
11) C=CCn1c(N)c(C(=O)OC(C)CC)c2nc3ccccc3nc21 (stereo unspecified)
12) COc1ccccc1NC(=O)CN(Cc1ccco1)C(=O)c1cc(Cl)c(OC)c(OC)c1
13) O=C(O)C1CC=CCC1C(=O)Nc1cccnc1 (stereo unspecified)
Compound,6,7,8,9,10,11,12,13
PG9 binder,-1.1,-0.2,0.3,2.4,-0.4,-0.6,1.2,-2.5
HTRA1 inhibitor,-9,-42,6,0,-10,-1,-1,-4
TCR CD3 inh,5,3,-3,6,0,-3,4,3
SIAE primary,-2,-13,7,-5,-4,-5,-2,1
PRMT1 FP inh,2,3,4,8,-3,4,-2,-2
TDP2 absorb,5,-6,-8,16,-11,9,1,3
rCAG RNA binder,-4,8,-1,-3,-1,-1,5,2
ABHD4 inh,4,-25,4,-10,1,9,-5,-2
NR1D1 modulator,-4,5,-7,-2,-4,5,0,-3
LEDGF integ inh,4,-1,1,2,7,4,1,0

Additional records
Order of results – PG9 binder	HTRA1 inhibitor	TCR CD3 inh	SIAE primary	PRMT1 FP inh	TDP2 absorb	rCAG RNA binder	ABHD4 inh	NR1D1 modulator	LEDGF integ inh
31: Cc1ccc(-c2nn3c(C)nnc3c3ccccc23)cc1S(=O)(=O)NCc1ccccc1
    -2.5	-7	4	2	0	-11	6	5	6	1
32: CCN1CCCCC(NC(=O)COCc2ccccc2)C1=O (stereo unspecified)
    x	x	x	-5	3	5	2	3	6	1
33: CC(=O)c1ccc(Nc2nc(C(N)COCc3ccccc3)cs2)cc1 (stereo unspecified)
    -1.3	x	4	3	-2	-3	14	5	-2	0
34: c1ccc(-c2noc(CN3CCN(C(c4ccccc4)c4ccccc4)CC3)n2)cc1
    -1.0	2	8	0	0	12	1	-5	5	15*
35: CC(=O)c1ccc(NC(=O)C(C)N2CCN(C/C=C/c3ccccc3)CC2)cc1 (stereo unspecified)
    0.2	-10	-3	-1	-4	-6	-4	5	-2	-1
36: O=C1CC(=O)Nc2cc(S(=O)(=O)N3CCOc4ccc(Cl)cc43)ccc2N1
    0.6	-5	3	4	-3	-5	3	0	-8	0
37: C=C(C)CSc1nnc([C@@H]2CCCN2C(=O)OC(C)(C)C)o1
    -1.3	6	4	5	0	5	-8	5	2	0
38: Cc1cc(NC(=O)c2ccccc2Oc2ccccc2)no1
    -0.8	-10	-4	9	-2	3	-6	-5	-7	-1
39: CC(C)C(=O)Nc1nnc(NC(=S)Nc2ccccc2)s1
    2.0	1	0	-1	0	6	30	8	-4	-3
40: Cc1ccccc1SCC(=O)Nc1cc(S(=O)(=O)N2CCOCC2)ccc1N1CCOCC1
    -4.2	-3	-8	5	-4	-20	5	4	5	6

Following part.
Order of results – PG9 binder	HTRA1 inhibitor	TCR CD3 inh	SIAE primary	PRMT1 FP inh	TDP2 absorb	rCAG RNA binder	ABHD4 inh	NR1D1 modulator	LEDGF integ inh
41: O=c1oc(-c2ccccc2)cc(Cl)c1Cl
    -0.2	-12	5	1	9	27*	3	2	4	0
42: C=CCCC(=O)N1C[C@H]2CCN(C)[C@H]2C[C@H]1c1ccccc1Br
    -2.5	x	8	-8	-2	-3	1	4	3	0
43: O=S(=O)(c1ccccc1)N1CCN(c2ncccn2)CC1
    0.7	1	-5	-4	-1	-7	-1	4	2	0
44: O=C(N/N=C/c1ccco1)c1cnccn1
    -2.9	2	0	-4	3	0	3	1	0	4
45: Cc1ccc(C(=O)N(CN2CCCC2=O)c2ccccc2)cc1C
    -0.2	-3	2	0	-2	-4	-5	-2	2	0
46: O=C1CCCN1CCNC(=S)Nc1ccccc1
    1.0	2	5	11	0	0	-1	-1	-6	-1
47: Cc1cccc(C(=O)NNc2ncnc3c2cnn3C)c1
    0.3	3	-2	7	-1	5	-1	-6	-8	1
48: CCOC(=O)C1(Cc2cccc(OC)c2)CCCN(C(=O)CSC)C1 (stereo unspecified)
    0.7	2	-5	-1	2	6	-8	-4	1	1
49: CCOc1cc(NC(=S)NCc2ccco2)c(OCC)cc1NC(C)=O
    0.0	-2	4	2	0	8	-1	5	-2	-2
